Screens (PubChem)
PTHR1 ag: qHTS for PTHR1 Agonists: Primary Screen; Parathyroid hormone/parathyroid hormone-related peptide receptor (Homo sapiens), Q03431; HEK293 GP2 PTHR1 cells, GloSensor cAMP luminescence, 1 h; Potency, µM (series often up to 115 µM), for inactives: at the highest dose activation, usual class: activators; 410,000 compounds, 0.075% hits; further: potency means the concentration at half of the fitted maximal effect; nearly all actives have a fitted effect of over 55% in size; some results filed as inactive show a strong effect at the top dose; inactives centre near -15; many of its hits are not listed in these tables
Target sequence (Q03431 whole entry, looked up): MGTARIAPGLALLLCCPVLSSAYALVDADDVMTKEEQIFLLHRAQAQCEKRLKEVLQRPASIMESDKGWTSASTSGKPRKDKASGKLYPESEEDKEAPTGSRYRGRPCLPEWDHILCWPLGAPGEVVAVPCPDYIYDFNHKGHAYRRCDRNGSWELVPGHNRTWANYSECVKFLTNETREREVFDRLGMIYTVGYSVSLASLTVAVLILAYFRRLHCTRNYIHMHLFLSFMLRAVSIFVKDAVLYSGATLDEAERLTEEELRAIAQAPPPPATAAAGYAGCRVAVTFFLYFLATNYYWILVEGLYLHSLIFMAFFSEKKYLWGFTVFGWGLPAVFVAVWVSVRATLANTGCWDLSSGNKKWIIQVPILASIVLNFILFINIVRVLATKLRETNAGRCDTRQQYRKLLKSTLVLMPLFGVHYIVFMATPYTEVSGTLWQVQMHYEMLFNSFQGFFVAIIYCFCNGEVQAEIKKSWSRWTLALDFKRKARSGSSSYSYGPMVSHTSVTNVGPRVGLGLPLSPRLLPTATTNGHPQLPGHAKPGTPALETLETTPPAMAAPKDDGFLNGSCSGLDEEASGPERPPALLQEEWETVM
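HEK-293-derived GP2 cells expressing PTHR1 and a GloSensor cAMP reporter, 3,000/well, plated overnight, given luciferin plus IBMX (each 0.5 mM as added) for 1 h at 37 °C, then compound for 1 h at 37 °C. Luminescence was read after 15 min at room temperature.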
aSyn rescue: qHTS of alpha-syn Inhibitors | 370,000 compounds, 0.14% hits | AID 652106, 2013 | Yeast expressing alpha-synuclein, growth rescue, BacTiter-Glo, 24 h | Potency, µM (doses to about 46.1 µM), for inactives: at the top dose growth rescue (activation), usual class: activators; further: potency means the concentration at half of the fitted maximal effect; % of control where 0% means no effect; nearly all actives have a fitted effect of over 65% in size
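Readout is rescue of growth in alpha-synuclein-expressing yeast, so inhibitors of toxicity appear as activators. Growth after 24 hr at 30 deg C in galactose medium is quantified by luminescence.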
KB-V1 MDR tox: qHTS assay for MDR1-selective chemotherapeutics: Primary screen using the drug-selected MDR subline cells KB-V1; 400,000 compounds, 3.4% hits; Potency, µM (highest dose often 46.1 µM), inactives show at the highest dose activity change, negative = cytotoxicity, usual class: cytotoxic; KB-V1 MDR cells viability, CellTiter-Glo, 72 h; further: potency means the concentration at half of the fitted maximal effect; on the % scale 0 is the no-effect control and ±100 the full control effect; nearly all actives have a fitted effect of over 60% in size
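Luminescent ATP read-out (CellTiter-Glo, 10 min) measures survival of drug-selected KB-V1 MDR cells after 72 h, 37 degrees C compound exposure. Medium: phenol-red-free DMEM, 10% FBS. Values from fitted concentration-response curves.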
D3 antag: qHTS of D3 Dopamine Receptor Antagonist: qHTS; D(3) dopamine receptor (Homo sapiens), P35462; D3R cells, DiscoveRx beta-arrestin luminescence, antagonist mode; stronger effect = lower value; max response, negative = inhibition, %; 360,000 compounds, 2.5% hits; in the data active means max response below about -50%; inconclusive means no clear call, values can overlap the other calls; further: on the % scale 0 is the no-effect control and ±100 the full control effect; mostly tested at two doses, the higher about 12 µM
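Cells plated overnight at 1500 cells/well, then exposed to library compounds with dopamine controls for 90 minutes at 37 degrees C. DiscoveRx reagent added for 30–60 minutes at room temperature; luminescence read, quantitative HTS format.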
GLP1R ag: qHTS of GLP-1 Receptor Agonists; HEK293 GLP-1R CRE-luciferase, luminescence, 4-6 h; cells express a hypersensitive GLP-1R form; Potency, µM (series often up to 45.6 µM), for the others: top-dose activation, usual class: activators; 380,000 compounds, 0.007% hits; further: potency means the concentration at half of the fitted maximal effect; % of control where 0% means no effect
Target sequence (P43220 whole entry, looked up): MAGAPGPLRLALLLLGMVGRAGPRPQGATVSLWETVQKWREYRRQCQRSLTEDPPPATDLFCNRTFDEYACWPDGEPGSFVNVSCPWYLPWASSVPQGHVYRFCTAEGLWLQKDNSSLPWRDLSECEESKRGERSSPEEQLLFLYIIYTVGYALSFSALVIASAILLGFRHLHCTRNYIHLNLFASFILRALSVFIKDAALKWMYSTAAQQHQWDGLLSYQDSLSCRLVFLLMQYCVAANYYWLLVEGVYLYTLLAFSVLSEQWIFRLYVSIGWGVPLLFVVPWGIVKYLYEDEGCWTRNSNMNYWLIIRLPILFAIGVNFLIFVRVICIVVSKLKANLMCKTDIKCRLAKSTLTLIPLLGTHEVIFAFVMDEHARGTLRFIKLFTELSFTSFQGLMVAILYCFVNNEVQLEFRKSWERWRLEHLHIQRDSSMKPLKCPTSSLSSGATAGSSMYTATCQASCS
DRD3 agonist: qHTS of D3 Dopamine Receptor Agonist: qHTS; D3R DiscoveRx beta-arrestin cells, luminescence, 90 min; max activation, %; 410,000 compounds, 0.58% hits; in the data active means max activation above about 30%; further: 0% is about no effect; mostly tested at two doses, the higher about 12 µM
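Agonist-mode cell screen: cells plated at 1500/well and incubated overnight at 37 °C, then exposed to library compounds for 90 min at 37 °C. Detection reagent was added for 30–60 min at room temperature, and luminescence was read.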
HEK293 tox: qHTS of GLP-1 Receptor Inverse Agonists: Cytotox Screen. HEK293 cAMP-luciferase reporter cells, luminescence, 24 h. Potency, µM (series often up to 38.3 µM), without a hit: top-dose activity change, negative = inhibition, most hits filed as inhibitors. 410,000 compounds, 0.13% hits;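 further: loss of luciferase light is scored as toxicity; potency means the concentration at half of the fitted maximal effect; on the % scale 0 is the no-effect control and ±100 the full control effect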
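A 23 nL compound transfer followed 12 hours of cell culture at 37 deg C; exposure then lasted 24 hr. Luciferase assay detection reagent was dispensed and plates read for luminescence after a 12 min room-temperature wait.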
GLP-1R inv ag: qHTS of GLP-1 Receptor Inverse Agonists (Inhibition Mode); HEK293 GLP-1R CRE-luciferase, luminescence, 24 h; GLP-1R form is constitutively active; Potency, µM (titrated, usually from 38.3 µM), without a hit: at the highest dose activity change, negative = inhibition, usual class: inhibitors; 410,000 compounds, 1.6% hits; AID 624417, 2012; further: potency means the concentration at half of the fitted maximal effect; on the % scale 0 is the no-effect control and ±100 the full control effect; nearly all actives have a fitted effect of over 55% in size
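HEK293 cells stably co-expressing a cAMP-responsive luciferase reporter and constitutively active GLP-1R were seeded, incubated 12 h, then exposed to compounds for 24 h at 37 C. Luminescence was read 12 min after detection reagent; inverse agonists lower signal.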
TDP-43 yeast inh: qHTS of TDP-43 Inhibitors; TDP-43 expressing yeast growth rescue, BacTiter-Glo, 24 h; Potency, µM (series often up to 46.1 µM), without a hit: at the top dose growth rescue (activation), usual class: activators; 410,000 compounds, 1.8% hits; further: potency means the concentration at half of the fitted maximal effect; % of control where 0% means no effect; nearly all actives have a fitted effect of over 50% in size
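Yeast expressing TDP-43 (pregrown in raffinose, seeded at OD600=0.02 in galactose medium) exposed to compounds 24 hr at 30 deg C. Growth read by BacTiter-Glo luminescence; rescue of toxicity appears as increased signal.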
Starred values were filed as active, the others as inactive; i = inactive; ? = inconclusive; nt = not tested or not shown; [ ] = remark or other dose. Unless noted, the call rests on the fitted dose curve; in most records, active means well fitted curve in the direction sought with a large enough effect; inconclusive means small, poorly fitted or top-dose-only effect, or another doubt; inactive means no such curve, though single readings can be large; an effect the other way counts as inactive or inconclusive. Not all compounds are listed; count on the stated rates, not on these rows.

SMILES	PTHR1 ag	aSyn rescue	KB-V1 MDR tox	D3 antag	GLP1R ag	DRD3 agonist	HEK293 tox	GLP-1R inv ag	TDP-43 yeast inh
CCN(CC)CC#CCC(C)(c1ccccc1)c1ccccc1	i	2%	?	-55*	-6%	-54	-21%	?	-6%
Cc1ccccc1Oc1ncnc2oc(-c3ccccc3)cc12	-5%	-8%	0%	2	-14%	2	96%[activator]	?	16%
CN(C)/C=C(/C(=O)c1ccc(Cl)cc1)S(=O)(=O)c1ccc(Cl)cc1	i	-3%	0%	-21	-9%	-7	4%	-1%	20%
COc1ccc(CCN(Cc2ccccn2)C(=S)Nc2cccc(SC)c2)cc1OC	i	-1%	-20%	-5	1%	1	9%	-3%	-12%
O=C(COC(=O)CCc1ccccc1)Nc1ccc(F)cc1Cl	i	14%	0%	0	16%	1	10%	11%	-15%
CCc1nnc2c(Nc3ccc(N(CC)CC)cc3C)nc3ccccc3n12	-19%	nt	0%	nt	nt	-8	4%	14%	-10%
CC12CCC(=O)N1C(C(=O)Nc1cccc(S(=O)(=O)N3CCCCC3)c1)CS2 (stereo unspecified)	-14%	0%	?	-11	0%	-4	8%	-10%	19%
CC(=O)C1=CCC(c2ccccc2)N(S(=O)(=O)c2ccc(C)cc2)C1 (stereo unspecified)	-5%	16%	4%	0	11%	-10	2%	10%	?
C[C@H]1CN([C@@H](C)CO)S(=O)(=O)c2ccc(Br)cc2O[C@@H]1CN(C)Cc1ccccc1	i	1%	?	-16	5%	-4	?	?	9%
CC(C)CC(/C(O)=C(\C#N)c1nc2ccccc2[nH]1)N1C(=O)c2ccccc2C1=O (stereo unspecified)	-14%	3%	-2%	-6	-11%	6	11%	?	20%
COc1cccc(-c2noc(COc3cccc(C)c3C)n2)c1	i	nt	?	nt	nt	5	6%	-12%	25%
Cn1nc(C(=O)N2CCN(S(=O)(=O)c3ccc(Cl)cc3)CC2)c2ccccc2c1=O	-36%[inhibitor]	1%	-14%	19	2%	-7	0%	7%	12%
Cn1cccc1C1C(C#N)=C(N)OC2=C1C(=O)CCC2 (stereo unspecified)	i	-3%	23%	-9	0%	8	-14%	6%	-1%
Cc1cc(C)n(-c2nc(SCCN3CCOCC3)c3c4c(sc3n2)CCCC4)n1	i	1%	-1%	1	8%	-13	-22%	-8%	5%
Cc1ccc(C(=O)N2CCN(c3ccc(Cl)cc3)CC2)cc1	-13%[57.5 µM]	10%	-23%	20	0%	0	-17%	-18%	-5%
COC(=O)c1ccc(/C=N/n2cnnc2)cc1	-6%[57.5 µM]	1%	-10%	11	-2%	0	-4%	0%	-9%
COc1nnc(-c2ccc(N3CCCCC3)c(N)c2)c2ccccc12	-7%[57.5 µM]	-9%	1%	2	4%	1	-12%	?	2%
CCOc1ccccc1C(=O)N1CCC(c2nc3ccccc3o2)CC1	-18%	nt	nt	nt	nt	9	-5%	5%	29%
Cc1ccc(S(=O)(=O)c2cc3c(=O)n4ccccc4nc3n(CCCN3CCOCC3)c2=N)cc1C	-1%	-1%	30%	-16	11%	-6	43%[activator]	22%	-4%
O=C1C[C@H](c2ccc(O)cc2)Oc2cc(O[C@@H]3O[C@H](CO)[C@@H](O)[C@H](O)[C@H]3O)cc(O[C@@H]3O[C@H](CO)[C@@H](O)[C@H](O)[C@H]3O)c21	i	-1%	6%	20	0%	-3	-10%	-2%	22%
CC(C)CC(=O)Nc1nnc(S(=O)(=O)N(CC(C)C)c2ccccc2)s1	i	nt	nt	nt	nt	-15	9%	1%	-30%
CCCc1nnc2c(N(C)S(=O)(=O)c3ccccc3)nc3ccccc3n12	i	8%	-8%	2	-3%	-2	16%	16%	-5%
NC(c1csc(Nc2ccc(C(=O)NCCCO)cn2)n1)c1ccccc1Cl (stereo unspecified)	?	2%	-2%	?	0%	-12	-2%	-9%	1%
COCCCn1cc(CN2CC(N3CCCC3)CS2(=O)=O)nn1 (stereo unspecified)	-9%	-7%	-4%	6	0%	5	-1%	21%	17%
Cc1ccccc1Cn1c(=O)n(Cc2ccc(Cl)cc2)c(=O)c2cccnc21	?	nt	6%	nt	nt	-13	4%	15%	4%
CCCN1CCC(=NNc2ccc(S(=O)(=O)N3CCOCC3)cc2[N+](=O)[O-])CC1	-22%	0%	7.3µM*	-11	10%	-8	?	?	-6%
CCCCCn1c(SCC(=O)CC(=O)OCC)nc2cc(C(=O)N3CCC(C(N)=O)CC3)ccc2c1=O	i	2%	5%	-1	8%	1	-4%	31%[activator]	11%[9.22 µM]
O=C(Nc1cccc(Cl)c1)OC1CCCCc2cccnc21 (stereo unspecified)	-14%	?	-5%	1	18%	-6	-11%	?	-2%
CC1CCCC(NC(=O)COC(=O)c2cccc(S(=O)(=O)N3CCCCC3)c2)C1C (stereo unspecified)	i	-6%	4%	24	-5%	5	-6%	-9%	19%
CCCCC(=O)OCCNC(=O)c1cc2ccccc2oc1=O	-3%	1%	19%	-2	8%	-7	6%	18%	-8%
COc1ccc(CCN2C(=O)C3C4CC(C5C(C(=O)O)=NOC45)C3C2=O)cc1OC (stereo unspecified)	-14%[57.5 µM]	0%	16%	5	-6%	4	9%	1%	3%
Cc1nccn1CC(=O)N/N=C/c1ccccc1O	-9%	1%	-8%	0	13%	-13	-1%	-4%	16%
O=C(CCSCc1ccccc1)Nc1ccc2c(c1)OCCO2	-37%[inhibitor]	7%	4%	-4	13%	-1	-15%	-22%	13%
COc1ccc(-c2n(Cc3ccccc3)c3ccccc3[n+]2Cc2ccccc2)cc1	-28%	-1%	-1%	3	-7%	-4	-15%	?	15%
CCc1ccc(CN(C)CC(=O)Nc2ccc3c(c2)CCC3)cc1	i	-1%	-4%	3	20%	-22	-16%	?	-23%[9.22 µM]
C[C@H]1CN([C@@H](C)CO)C(=O)CCCn2cc(nn2)CO[C@@H]1CN(C)C(=O)Nc1ccc2c(c1)OCO2	5%	0%	-22%	-22	-2%	-5	4%	5%	-4%

The final 2 records of the part before are carried over, then new ones follow:
SMILES	PTHR1 ag	aSyn rescue	KB-V1 MDR tox	D3 antag	GLP1R ag	DRD3 agonist	HEK293 tox	GLP-1R inv ag	TDP-43 yeast inh
CCc1ccc(CN(C)CC(=O)Nc2ccc3c(c2)CCC3)cc1	i	-1%	-4%	3	20%	-22	-16%	?	-23%[9.22 µM]
C[C@H]1CN([C@@H](C)CO)C(=O)CCCn2cc(nn2)CO[C@@H]1CN(C)C(=O)Nc1ccc2c(c1)OCO2	5%	0%	-22%	-22	-2%	-5	4%	5%	-4%
COC(=O)CCn1nnc(-c2ccc(C)cc2)n1	i	16%	-2%	-9	6%	19	-3%	-2%	-1%
COc1ccc(/C=N\Nc2ccc([N+](=O)[O-])cc2[N+](=O)[O-])c(C(=O)O)c1OC	-16%	1%	2%	?	-7%	-16	-24%	0%	6%
O=C1NCCCN1Cc1ccc(Cl)cc1	-2%	15%	0%	8	0%	2	7%	20%	1%
CN(C)c1ccc(C(=O)NCCCSc2ccccc2)cc1	i	7%	1%	12	10%	-2	-16%	?	?
Cc1cccc(OCc2nc(CC(=O)Nc3ccc(C)cc3C)cs2)c1	-23%	nt	-4%	nt	nt	1	-6%	?	6%
C=CCn1cnc2c(nnn2-c2ccc(C)c(Cl)c2)c1=O	i	2%	?	-3	7%	-1	-5%	37%[activator]	5%
COc1ccc(-c2[nH]nc3c2C(c2ccoc2)C(C#N)=C(N)O3)cc1 (stereo unspecified)	-12%[57.5 µM]	2%	?	-25	-19%	7	-13%	-1%	6%
O=c1c2cc(F)ccc2[nH]c(=S)n1Cc1ccc(F)cc1	-10%	-1%	1%	3	19%	-5	-29%	?	19%
COc1ccc(C(=O)Nc2cc(C(=O)O)cc(C(=O)O)c2)cc1Cl	-2%	-5%	16%	-10	-5%	-4	2%	10%	-24%
Cc1cccc(NC(=O)NCC2CCN(c3ccc(S(=O)(=O)N4CCOCC4)cc3)CC2)c1	-4%	-6%	1%	7	16%	2	4%	?	-4%
COc1ccccc1-c1cc(C(F)(F)F)nc(NCc2cccs2)n1	-24%	-13%	21µM*	3	5%	2	21%	?	26%
O=C(Nc1c(-c2ccccc2)[nH][nH]c1=O)c1ccc2ccccc2c1	-22%	5%	-6%	2	nt	1	-7%	-4%	23%
CC(C)(C)OC(=O)COc1cc(O)c2c(=O)cc(-c3ccccc3)oc2c1	-33%[inhibitor]	1%	-1%	37	0%	3	5%	14%	18%
COc1ccc(-c2cc3nc(C4CCN(C(=O)OC(C)(C)C)CC4)c(C(=O)O)cn3n2)cc1	-1%[57.5 µM]	1%	8%	-10	?	-20	-21%	0%	-7%
CC(C)OCC(O)CS(=O)Cc1ccccc1 (stereo unspecified)	i	8%	7%	-18	-1%	-12	3%	3%	-19%
COc1ccc(N(C)C(=O)c2cc3c(s2)-c2ccccc2OC3)cc1	-60%[inhibitor]	nt	3%	nt	nt	-24	-26%	?	?
COc1ccc(-c2cc(C)no2)cc1S(=O)(=O)NCCc1ccco1	i	0%	-22%	-12	9%	-2	-7%	-20%	13%
CN(C)CCNC(=O)C1CCCNC1=O (stereo unspecified)	i	-11%	-4%	25	-8%	-2	-5%	9%	3%
COc1ccccc1CNC(=O)CN1C(=O)c2cccnc2Oc2ccccc21	i	nt	nt	nt	nt	2	0%	2%	16%

2 of these compounds, set out differently.
SMILES | PTHR1 ag | aSyn rescue | KB-V1 MDR tox | D3 antag | GLP1R ag | DRD3 agonist | HEK293 tox | GLP-1R inv ag | TDP-43 yeast inh
COc1ccc(N(C)C(=O)c2cc3c(s2)-c2ccccc2OC3)cc1 | -60%[inhibitor] | nt | 3% | nt | nt | -24 | -26% | ? | ?
CN(C)CCNC(=O)C1CCCNC1=O (stereo unspecified) | i | -11% | -4% | 25 | -8% | -2 | -5% | 9% | 3%
